# Compound activity: PubChem, National Center for Advancing Translational Sciences (NCATS)
# FEN1 inhibitor – inhibitors of human flap endonuclease 1; Recombinant FEN1 flap cleavage, fluorescence, 15 min; 0.35% of 390,000 active; Potency, µM (highest dose often 114 µM), for inactives: top-dose activity change, negative = inhibition, actives largely listed as inhibitors; P39748; AID 588795; further: nearly all actives have a fitted effect of over 65% in size
# Target sequence (P39748 whole entry, looked up): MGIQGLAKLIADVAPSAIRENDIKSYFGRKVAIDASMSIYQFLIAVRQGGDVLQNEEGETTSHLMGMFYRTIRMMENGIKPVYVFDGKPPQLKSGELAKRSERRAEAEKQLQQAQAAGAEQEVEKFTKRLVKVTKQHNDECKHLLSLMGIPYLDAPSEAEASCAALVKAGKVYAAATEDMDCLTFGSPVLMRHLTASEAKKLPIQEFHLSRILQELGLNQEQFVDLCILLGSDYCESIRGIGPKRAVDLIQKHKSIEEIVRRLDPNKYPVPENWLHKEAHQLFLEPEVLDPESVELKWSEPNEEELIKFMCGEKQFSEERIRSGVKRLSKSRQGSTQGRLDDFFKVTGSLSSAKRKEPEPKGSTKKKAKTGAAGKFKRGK
#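 Enzyme 10 nM, 15 min RT preincubation with compound; start with substrate 50 nM final; reads at 0 and 15 min; qHTS titration, four-parameter Hill fit.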
# TDP1 block – inhibitors of human tyrosyl-DNA phosphodiesterase TDP1; recombinant TDP1, AlphaScreen DNA substrate cleavage; Q9NUW8; 0.28% of 350,000 active; Potency, µM (highest dose often 130 µM), without a hit: at the top dose activity change, negative = inhibition, usual class: inhibitors; further: nearly all actives have a fitted effect of over 40% in size
# Target sequence (Q9NUW8 whole entry, looked up): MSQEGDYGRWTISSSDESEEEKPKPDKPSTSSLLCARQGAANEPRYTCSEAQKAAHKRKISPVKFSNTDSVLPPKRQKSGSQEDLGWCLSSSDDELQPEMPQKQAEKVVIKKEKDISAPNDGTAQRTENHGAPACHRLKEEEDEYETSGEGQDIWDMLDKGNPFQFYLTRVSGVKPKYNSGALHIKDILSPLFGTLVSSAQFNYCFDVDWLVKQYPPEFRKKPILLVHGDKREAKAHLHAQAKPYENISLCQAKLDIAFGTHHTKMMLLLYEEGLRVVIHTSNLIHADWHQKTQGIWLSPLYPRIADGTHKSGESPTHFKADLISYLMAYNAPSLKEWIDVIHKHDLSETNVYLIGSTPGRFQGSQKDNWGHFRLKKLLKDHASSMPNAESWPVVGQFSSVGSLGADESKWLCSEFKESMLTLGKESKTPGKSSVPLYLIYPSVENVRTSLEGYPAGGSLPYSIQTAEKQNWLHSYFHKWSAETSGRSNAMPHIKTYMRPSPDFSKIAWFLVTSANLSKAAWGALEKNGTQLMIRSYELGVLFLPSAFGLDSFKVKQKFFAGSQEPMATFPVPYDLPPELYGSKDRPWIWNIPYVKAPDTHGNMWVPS
#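 Steps: enzyme plus compound, 15 min RT; add biotin/phosphotyrosine-FITC oligonucleotide (15 nM final), react 5 min; add donor/acceptor beads (10 ug/ml final), 10 min; read AlphaScreen. Tdp1 at 1 nM final.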
# N370S GC – inhibits or activates N370S mutant glucocerebrosidase; P04062; N370S GC spleen homogenate, 4MU-glucoside fluorescence; Potency, µM (top dose mostly 59.4 µM), for inactives: at the top dose activity change, negative = inhibition, usual class: inhibitors; 0.092% of 330,000 active; AID 2101;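 further: 0% = full enzyme activity and -100% = no enzyme basal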
# * hit, by the source's call; ? = inconclusive; . = no result given; & = joins results of further samples; [ ] = remark or other dose. The call rests on the fitted dose curve; in most records, active means well fitted curve in the direction sought with a large enough effect; inconclusive means small, poorly fitted or top-dose-only effect, or another doubt; inactive means no such curve, though single readings can be large; an effect the other way counts as inactive or inconclusive. Unless noted, on the % scale 0 is the no-effect control and ±100 the full control effect; potency means the concentration at half of the fitted maximal effect.
# The first two entries, to show the layout:
mol | N370S GC | FEN1 inhibitor | TDP1 block
CCCN(CCC)C(=O)CN1C(=O)CSc2ccc(S(=O)(=O)N3CCC(C)CC3)cc21 | . | 4% | 7%
C=CCOC(=O)c1[nH]c2c(c1C)C(=O)CC(c1ccco1)C2 (stereo not drawn) | 6% | -22% | .

# All compounds of this part, repeating the preview:
mol | N370S GC | FEN1 inhibitor | TDP1 block
CCCN(CCC)C(=O)CN1C(=O)CSc2ccc(S(=O)(=O)N3CCC(C)CC3)cc21 | . | 4% | 7%
C=CCOC(=O)c1[nH]c2c(c1C)C(=O)CC(c1ccco1)C2 (stereo not drawn) | 6% | -22% | .
Cc1ccc(S(=O)(=O)N2CCC(C(=O)N[C@@H](C)C(=O)NCC3CCCO3)CC2)cc1 (stereo partly drawn) | 3% | -9% | -1%
Cc1ccc2c(c1)NCCO2 | -10% | -18% | 10%
CCCCCCN(C(=O)CCCCCN1C(=O)NC(c2cccc([N+](=O)[O-])c2)C(C(=O)OCc2ccccc2)=C1C)C(C(=O)NCCCC)c1ccc(OCC(=O)OC)c(C(=O)OC)c1 (stereo not drawn) | -7%&-3% | . | 1%&9%
O=C(CN1C(=O)/C(=C/c2ccccc2F)Sc2ccccc21)NCc1cccnc1 | 19% | -22% | 0%
CN1CCc2cc3c(cc2C(=O)Cc2ccc4c(c2C1)OCO4)OCO3 | -5% | . | 5%
COc1ccc(Br)c(C(=O)N2CCN(S(=O)(=O)c3cccs3)CC2)c1 | 9% | 15% | 6%
Fc1ccc(NC(=S)Nc2cccnc2)c(Cl)c1 | -2% | 8% | -3%
CC(OC(=O)c1ccc2ncsc2c1)C(=O)Nc1ncc(Cl)cc1Cl (stereo not drawn) | 8% | 14% | -10%
CCCn1nnc(NC(=O)c2ccc(-c3cc(Cl)ccc3Cl)o2)n1 | -1% | -18% | 0%
CN(C)c1nc(NCc2ccccc2)nc(SCC(=O)Nc2ccccc2)n1 | -1% | -7% | 0%
CCOc1ccc(NS(=O)(=O)c2ccc(C(=O)N(CC)CC(=O)NCc3cccs3)cc2)cc1 | -9% | -14% | 4%
COc1cccc(NC(=S)NN=C2CCCCCC2)c1 | 4% | -9% | 9%
COc1cccc(NC(=O)CN(C)C(=O)c2cccc(NS(=O)(=O)c3ccccc3)c2)c1 | . | -10% | 3%
COc1ccc(C(=O)N2CCN(C)C(=O)[C@@H]2C)cc1OC1CCN(C(C)=O)CC1 | 8% | -9% | 2%
O=C(NCC(=O)N(c1cccnc1)C(C(=O)NC1CCCC1)c1ccc(F)cc1)c1ccco1 (stereo not drawn) | 2% | . | -3%
C=CCC(=O)NC1CCCc2c1cnn2-c1cc(F)cc(F)c1 (stereo not drawn) | 3% | 19% | 4%
NC(=O)c1ccc(NC(=O)CNC(=O)c2sc3ccccc3c2Cl)cc1 | . | -13% | -10%
CC(=O)NC(Cc1ccc(F)cc1)C(=O)NC1CCN(C(=O)Nc2cccc(C)c2)CC1 (stereo not drawn) | -9% | -5% | 2%
COc1cc(OC)cc(C(=O)NC(C(=O)NCCN(C)C)C23CC4CC(CC(C4)C2)C3)c1 (stereo not drawn) | -3% | -6% | 3%
CN(C)c1nc(N(C)C)nc(N(C#N)CN2C(=O)c3ccccc3C2=O)n1 | -8% | . | -4%
O=C(Nc1ccccc1N1CCOCC1)C1(c2ccc(Cl)cc2)CCC1 | 20% | -12% | -10%
Cc1ccccc1NC(=O)CN1C(=O)COc2ccc(S(=O)(=O)N3CCCC3)cc21 | 3% | -17% | 0%

# 2 of these compounds, reformatted:
N370S GC,FEN1 inhibitor,TDP1 block,SMILES
-8%,.,-4%,CN(C)c1nc(N(C)C)nc(N(C#N)CN2C(=O)c3ccccc3C2=O)n1
20%,-12%,-10%,O=C(Nc1ccccc1N1CCOCC1)C1(c2ccc(Cl)cc2)CCC1

# (next part)
mol | N370S GC | FEN1 inhibitor | TDP1 block
O=C(C1=C[C@H](c2ccc(Br)cc2)C[C@H](OCc2ccc(CO)cc2)O1)N1CCOCC1 | 3% | -19% | 6%
CCC(=O)N1c2ccccc2CC1C(=O)N1CCN(c2ccccc2)CC1 (stereo not drawn) | . | -1% | 1%
CCn1c(=O)cc(OCC(=O)N2CCN(c3cccc(C(F)(F)F)c3)CC2)c2ccccc21 | -1% | -19% | 10%
Cc1nnc(N2C(=O)c3oc4ccccc4c(=O)c3C2c2ccc(Cl)cc2)s1 (stereo not drawn) | . | -26% | 6%
CCCC[n+]1ccc(-c2nc3ccc([N+](=O)[O-])cc3[nH]2)cc1 | 6% | 0% | -1%
CCCCn1c(=O)c2c(nc3n2CCCN3Cc2ccccc2)n(C)c1=O | 0% | 8% | .
O=C(/C=C/c1ccco1)NC(=S)Nc1cccc(C(=O)O)c1 | -6% | 18µM* | .
CCn1c2ccccc2c2cnc(N=CN(C)C)c(C#N)c21 | -2% | ? | 0%
O=C(Cn1ccc(NC(=O)OCc2ccccc2)nc1=O)NCCCc1ccccc1 | . | 0% | 7%
COc1ccc(C2c3cc(OC)c(OC)cc3CCN2C(=O)c2cccc([N+](=O)[O-])c2)cc1OC (stereo not drawn) | -13% | 7% | .
COc1ccc(Nc2cc(Nc3cc(OC)c(OC)c(OC)c3)ncn2)cc1 | -10% | -3% | .
CCN(CC)S(=O)(=O)c1cccc(NC(=O)CN(C)Cc2cccc(OC)c2)c1 | -3% | 0% | 1%
COc1ccc(NC(=O)CN(C)CC(=O)NCC(=O)Nc2ccc(F)cc2)cc1 | 2% | 6% | 6%
O=C(CSc1nnc(CNC(=O)c2ccco2)o1)Nc1ccccc1C(F)(F)F | 3% | -12% | 1%
O=C(NCCCN1CCCC1=O)c1cc(COc2ccc(F)cc2F)on1 | 7% | -8% | 0%
CCc1noc(C)c1C(=O)NNC(=O)c1ccccc1Cl | . | 0% | 0%
O=C1C(=O)N(CCS(=O)(=O)c2ccccc2)c2ccc(F)cc21 | -5% | 2% | 5%
CC1(C)CC(CC(=O)O)(c2ccccc2)CCO1 (stereo not drawn) | 3% | 1% | 0%
Cc1csc(=O)n1CCC(=O)OCC(=O)c1c(N)n(C)c(=O)n(C)c1=O | -16% | -10% | 1%
CC(=O)Nc1ccc(NS(=O)(=O)c2cc3c4c(c2)CC(=O)N4CCC3)cc1 | . | -7% | 5%
Cc1ccc(C(C)(C)C)cc1S(=O)(=O)N1CCC(C(=O)N2CCN(c3ccc(O)cc3)CC2)CC1 | . | -8% | 7%
CCOc1ccc(-c2nc(N)ncc2Oc2cccc(OC)c2)c(O)c1 | ? | 1% | 9%
CC(C)C(=O)N1CCC(c2nc(-c3ccc(S(=O)(=O)N4CCCC4)cc3)no2)CC1 | -24% | -1% | 0%
CCCn1c(Sc2nnnn2-c2ccccc2)n[nH]c1=O | 3% | -2% | 4%
CC(OC(=O)c1ccc(Cl)nc1)C(=O)NC(C)(C)C (stereo not drawn) | 1% | 2% | -2%
COc1ccccc1CCc1nnc(CCC(=O)NC(C)Cc2cccnc2)o1 (stereo not drawn) | 9% | 4% | 9%
O=C(CCN1CCOCC1)N1CCc2c([nH]c3ccccc23)C1c1cccc(Cl)c1 (stereo not drawn) | -28% | -4% | 4%
Cc1cccc(C)c1NC(=O)CS(=O)CC(=O)N1CCN(c2ccccc2)CC1 (stereo not drawn) | -7% | -3% | 0%
O=C(CN1CCCN(Cc2ccc(F)cc2Cl)C1=O)NC1CCCC1 | 5% | 14% | 2%
O=C(COc1ccccc1)NCc1ccc2c(c1)CCN2C(=O)c1ccc(F)cc1 | . | -1% | 0%
Cc1cccc(NC(=O)Nc2ccc([N+](=O)[O-])cc2)n1 | 0% | -1% | 3%
C/C(=N\NC(=O)CC#N)c1cc2ccccc2oc1=O | 24% | 16% | 3%
COc1cccc(CNC(=O)CN2C(=O)COc3ccc(S(=O)(=O)N4CCCCC4)cc32)c1 | -24% | 10%&16% | 3%&8%
Cc1ccc(S(=O)(=O)C(C#N)c2nc3ccccc3nc2N2CCN(C)CC2)cc1 (stereo not drawn) | ? | 2% | 5%
N#C/C(=C/c1ccc([N+](=O)[O-])cc1)C(N)=O | -5% | -3% | 1%
Cn1c(SCC(=O)Nc2ccc3c(c2)OCO3)nnc1C(F)(F)F | . | -13% | -1%
CCc1nc(SCC(=O)O)c(C#N)c2c1CCCC2 | -12% | 5% | 3%
CCOC(=O)c1cccc(NC(=O)CSc2nnnn2CC)c1 | 4% | 10% | -4%
CCc1ccccc1NC(=O)CCCSc1nc(-c2ccco2)cc(C(F)(F)F)n1 | . | -12% | 4%
COc1ccc(CC(=O)NNC(=O)c2ccc(Br)o2)cc1 | 0% | -15% | 4%
COc1ccc(CNC(=O)c2cc(C)nc3c2c(C)nn3-c2cccc(Cl)c2C)cc1 | . | -9% | 5%
O=C(NCc1ccccc1)c1onc(CSc2ccc(Cl)cc2)c1C(=O)NCc1ccccc1 | 3% | 7% | 1%
COc1cccc(CNC(=O)N2CCN(c3ccccc3Cl)CC2)c1 | -10% | 3% | -8%
FC(F)(F)c1cc(NC(=S)Nc2ccc3ccccc3c2)cc(C(F)(F)F)c1 | 4% | . | 5%
COc1ccccc1C(=O)NNC(=O)c1nn(Cc2ccccc2)c(=O)c2ccccc12 | 6% | 5% | 8%
Cc1ccc(NC(=O)CSc2nnc(-c3cccs3)o2)cc1S(=O)(=O)N1CCCCC1 | 1% | -7% | 0%
COC(=O)c1ccc(CN(c2ccc(C(=O)O)c(O)c2)S(=O)(=O)c2ccc(Cl)c([N+](=O)[O-])c2)cc1 | -15% | 2% | .
COCCCNC(=S)NC(=O)c1ccc([N+](=O)[O-])cc1 | 3% | 3% | 0%
C=CCn1c(COc2ccccc2)nc2ccccc21 | -1% | 9% | .
O=c1c2ccccc2ncn1-c1ccc(Cl)cc1Cl | 6% | -5% | .
O=C(NCc1ccc(OC(F)(F)F)cc1)C1CC2Cn3c(nc4ccccc43)C2N1c1ccccc1 (stereo not drawn) | -20% | -1% | .
CNC(=O)N(O)C1N(C)C(=O)N(Cc2ccccc2)C1(C)C (stereo not drawn) | -5% | -3% | -9%
O=C(NCCOc1ccc(Cl)cc1)C1CC(=O)N(c2ccc(F)cc2)C1 (stereo not drawn) | -3%[2.35 µM] | 15% | 5%
COc1cc2c(cc1OC)CN(c1ccc(F)cc1[N+](=O)[O-])CC2 | -22% | -21% | .
Clc1cccc(-c2ccc(C3Nc4cccc5cccc(c45)N3)o2)c1 | . | -7% | 9%
CCc1cc2c(nc1CC)CCN(CC/C(C)=N/OC[C@@H](C)[C@H](OCc1ccccc1)C(C)C)C2 | 2%[12.8 µM] | . | 7%[21 µM]
CC(=O)Nc1ccc(C(C#N)c2ccccc2)cc1 (stereo not drawn) | -4% | 15% | 3%
Cc1[nH]c(=O)c(C(=O)/C=C/c2ccccc2)c2c1CCCC2 | -10% | 2% | 5%
Brc1ccc(C2=Nn3cnnc3SC2)cc1 | -12% | -2% | .
COc1ccc(CCNC(=O)CNCC(c2ccccc2)N(C)C)cc1OC (stereo not drawn) | 3% | -8% | .

# The list continues.
mol | N370S GC | FEN1 inhibitor | TDP1 block
CCCNC(=O)C(=O)Nc1ccc2c(c1)N(S(=O)(=O)c1cccs1)CCC2 | 2% | 9% | -1%
COc1ccc(NC(=O)c2cc([N+](=O)[O-])ccc2N2CCCCC2)cc1OC | . | -1% | 6%
CC(C)C(=O)NC(=S)Nc1ccc(S(=O)(=O)Nc2ccccc2)cc1 | 7% | 11% | 8%
CCOC(=O)C1=NN(c2ccc(Cl)cc2)/C(=C/C2=NCCc3cc(OC)c(OC)cc32)S1 | -4% | -13% | 1%
COC(=O)c1cc2sccc2n1Cc1ccc(C)cc1 | 1% | -12% | -5%
Cc1ccccc1OCc1ccc(-c2nc(C#N)c(N3CCN(c4cccc(Cl)c4)CC3)o2)o1 | . | -11% | -6%
Cc1ccn2cc(-c3cccc([N+](=O)[O-])c3)nc2c1 | -5% | -11% | 3%
CCOc1ccc(CC(=O)N/N=C(\C)c2cccnc2)cc1OCC | 2% | 14% | 4%[56.1 µM]
OC(C#Cc1ccccn1)c1cccs1 (stereo not drawn) | 3% | -2% | -2%
CN(Cc1ccccc1)CC(O)COc1ccc(CNCc2cc3ccccc3s2)cc1 (stereo not drawn) | -20% | 1% | .
Cc1cccc(N2CCN(Cc3nc(-c4cccc(Cl)c4)oc3C)CC2)n1 | -1% | 1% | 2%
Cc1cc(C(=O)N2CC(C)CC(C)C2)n(-c2ccccc2)n1 (stereo not drawn) | 22% | 22% | 2%

# Exported with values under each structure: 4 of the compounds above.
# Every second line gives: N370S GC, FEN1 inhibitor, TDP1 block
Brc1ccc(C2=Nn3cnnc3SC2)cc1
  -12%, -2%, .
COc1ccc(CCNC(=O)CNCC(c2ccccc2)N(C)C)cc1OC (stereo not drawn)
  3%, -8%, .
CCCNC(=O)C(=O)Nc1ccc2c(c1)N(S(=O)(=O)c1cccs1)CCC2
  2%, 9%, -1%
COc1ccc(NC(=O)c2cc([N+](=O)[O-])ccc2N2CCCCC2)cc1OC
  ., -1%, 6%
